PfGluPho inh: PfG6PD (Plasmodium falciparum) enzyme inhibition | PfGluPho enzyme, NADPH resazurin-diaphorase fluorescence | inhibition, % at 20 µM | hit rate 0.78% among 350,000 | AID 504690;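 active means inhibition reaching at least a set limit at 20 µM in the primary screen, cut at about 59% in these data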;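 further: 0% = DMSO wells with substrate and 100% = DMSO wells lacking glucose-6-phosphate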
HKDC1 inhibitor: blocks human hexokinase HKDC1 activity | Q2TB90 | recombinant HKDC1, G6PDH/diaphorase resazurin coupled fluorescence | inhibition, % at 20 µM | hit rate 0.16% among 340,000;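 active means inhibition above about 35% when tested at 20 µM, limit read from the data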;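 further: plate controls were DMSO wells with enzyme for no effect and DMSO wells lacking enzyme for full effect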
Target sequence (Q2TB90 whole entry, looked up): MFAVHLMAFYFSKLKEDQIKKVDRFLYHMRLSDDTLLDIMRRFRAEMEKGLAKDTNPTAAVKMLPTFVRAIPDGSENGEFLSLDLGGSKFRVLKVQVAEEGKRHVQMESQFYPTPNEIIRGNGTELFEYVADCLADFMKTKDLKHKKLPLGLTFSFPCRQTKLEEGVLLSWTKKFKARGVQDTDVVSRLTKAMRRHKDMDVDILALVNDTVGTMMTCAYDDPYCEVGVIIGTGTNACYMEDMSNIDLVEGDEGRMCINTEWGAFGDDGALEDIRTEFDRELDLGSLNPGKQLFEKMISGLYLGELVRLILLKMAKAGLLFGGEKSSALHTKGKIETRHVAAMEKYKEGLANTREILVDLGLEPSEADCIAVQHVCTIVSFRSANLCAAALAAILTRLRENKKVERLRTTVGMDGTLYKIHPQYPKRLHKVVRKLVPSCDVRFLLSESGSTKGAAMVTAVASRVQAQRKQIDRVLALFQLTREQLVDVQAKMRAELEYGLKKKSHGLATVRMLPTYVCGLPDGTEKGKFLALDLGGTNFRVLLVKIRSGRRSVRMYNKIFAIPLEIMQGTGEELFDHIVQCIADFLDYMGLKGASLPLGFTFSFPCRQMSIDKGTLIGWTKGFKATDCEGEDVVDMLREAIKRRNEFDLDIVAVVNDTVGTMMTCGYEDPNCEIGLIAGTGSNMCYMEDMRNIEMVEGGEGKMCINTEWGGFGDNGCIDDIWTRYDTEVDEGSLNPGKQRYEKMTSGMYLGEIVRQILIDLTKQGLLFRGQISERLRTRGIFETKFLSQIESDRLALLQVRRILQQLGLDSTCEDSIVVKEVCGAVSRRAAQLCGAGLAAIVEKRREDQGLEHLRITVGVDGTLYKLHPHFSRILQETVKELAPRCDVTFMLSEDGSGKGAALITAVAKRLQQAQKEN
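Test system: Recombinant HKDC1 (HK5) hexokinase enzyme, produced in-house | Input: HKDC1 at 5 µg/mL | Buffer or medium: Tris pH 8.0 buffer with MgCl2, Tween-20, BSA, BME | Schedule: 90 min reaction incubation at room temperature, dark | Technique: Resazurin-to-resorufin fluorescence via G6PDH and diaphorase coupling, 525/613 nm | Controls: DMSO wells with and without enzyme mix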
mIAP activ: mouse IAP activation. muIAP, CDP-Star luminescence, 30 min; hits give high values; 1 = vehicle-only enzyme signal, 0 = enzyme-free wells. activation factor at 10 µM. hit rate 0.24% among 330,000;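 active means activation factor of at least 2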; further: the source names both 10 and 20 µM as test concentration; values of inactives mirror those of a sister screen read the other way
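System: mouse IAP enzyme. Reagent: CDP-Star chemiluminescent phosphatase substrate. Benchmarks: DMSO wells, no-enzyme wells. Times: 30 min enzyme-substrate-compound incubation at room temperature. Detection: luminescence from enzymatic CDP-Star hydrolysis. Doses: test compounds delivered from DMSO solution.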
ATG4B inhibitor: ATG4B (human) cysteine protease inhibition | inhibition, % at 8.33 µM | Q9Y4P1 | hit rate 0.51% among 340,000 | ATG4B cleavage of LC3-PLA2, NBD-HPC fluorescence, 1 h; in the data active means inhibition above about 40%
hIAP act: increases human intestinal alkaline phosphatase activity | P09923 | purified human IAP, CDP-Star luminescence, 30 min; hits give high values; 1 = vehicle-only enzyme, 0 = enzyme-free background | activation factor at 10 µM | hit rate 0.16% among 330,000 | AID 2524;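 active means activation factor of the enzyme at least 2-fold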; further: the source names both 10 and 20 µM as test concentration; values of inactives mirror those of a sister screen read the other way
APOBEC3A inh: blocks human APOBEC3A ssDNA deamination. P31941. recombinant A3A, FAM/TAMRA ssDNA deamination fluorescence. hit rate 0.41% among 330,000. inhibition, % at 20 µM. AID 493011;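 active means at least 40% inhibition at 20 µM here, with at most 30% in a related deaminase screen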;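 further: plate controls were A3A with DMSO for no effect and wells lacking A3A enzyme for full effect; some results filed as inactive read as strong as hits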
Target sequence (P31941 whole entry, looked up): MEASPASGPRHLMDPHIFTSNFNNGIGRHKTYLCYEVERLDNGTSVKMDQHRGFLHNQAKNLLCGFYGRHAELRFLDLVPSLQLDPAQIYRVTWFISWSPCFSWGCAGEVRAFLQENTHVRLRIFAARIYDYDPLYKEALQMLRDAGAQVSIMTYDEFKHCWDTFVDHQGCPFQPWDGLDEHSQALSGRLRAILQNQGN
mIAP block: mouse IAP inhibition. purified mouse IAP, CDP-Star luminescence, 30 min. hit rate 0.2% among 330,000. AID 2806. inhibition, % at 10 µM;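 active means inhibition of at least 40% at 10 µM in the primary screen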;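 further: plate controls were DMSO with enzyme for no effect and no enzyme wells for full effect; values of inactives mirror those of a sister screen read the other way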
hIAP inh: blocks human intestinal alkaline phosphatase; inhibition, % at 10 µM; hit rate 0.12% among 330,000; purified IAP, CDP-Star luminescence, 30 min; P09923;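 active means inhibition reaching a set limit with compound at 10 µM in the primary screen, cut at about 35% in these data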;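 further: plate controls were DMSO wells with enzyme for no effect and no-enzyme buffer wells for full effect; values of inactives mirror those of a sister screen read the other way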
* hit, by the source's call; nt = no result given. An excerpt; count on the stated rates, not on these rows.

SMILES	PfGluPho inh	HKDC1 inhibitor	mIAP activ	ATG4B inhibitor	hIAP act	APOBEC3A inh	mIAP block	hIAP inh
CCC1(CC)C(=O)N(Cc2ccccc2)C(=O)N(Cc2ccccc2)C1=O	4	7	1	14	0.91	-6	0	9
COc1ccc(CN2CCN(Cc3ccccc3OC)CC2)cc1	4	-1	1.1	5	1.1	3	-13	-5
COC(=O)C1=C(c2ccc(OC(F)(F)F)cc2)C[C@@H]2CC[C@H]1N2C(=O)NC1CCCCC1	-6	-2	1	-6	1.1	2	-3	-9
CCNC(=O)NNC(=O)C1CC(c2cccnc2)=NO1 (centres undefined)	-2	-9	1	6	1.1	0	-5	-6
COc1ccc(NC(=O)CN2CC=C(c3ccccc3)CC2)cc1S(=O)(=O)N1CCOCC1	10	-1	0.95	-14	1.1	6	5	-5
O=C(COC(=O)Cc1ccccc1)Nc1ccc(Cl)cn1	0	-2	0.95	3	1	2	5	-2
N[C@@H](Cc1cc(Br)c(O)c(Br)c1)C(=O)O	nt	nt	1	nt	1.3	6	-3	-29
Cc1ccc(N2C(=O)NC(=O)C(CCc3ccncc3)(Cc3cccc(Cl)c3Cl)C2=O)cc1 (centres undefined)	0	-6	1.1	14	1.2	0	-7	-17
CCOc1ccccc1-n1c(O)c(C=Nc2ccc(N(CC)CC)cc2)c(=O)[nH]c1=O	11	5	0.95	-17	1.1	-5	5	-8
CC(=NCc1ccco1)c1c(O)n(-c2ccc(C)cc2)c(=O)[nH]c1=O	-4	0	1	-10	1.6	-3	-3	-61
COC(=O)C1=C(c2c(C)noc2C)C[C@@H]2CC[C@H]1N2C(=O)NC1Cc2ccccc2C1	-4	-4	1.1	-3	1	0	-9	-1
CCOC(=O)c1c(C)n(Cc2ccco2)c2ccc(O)cc12	3	-1	0.8	-7	0.99	7	20	1
O=C1NC(=O)N(Cc2ccc(F)cc2)C(=O)/C1=C\C=C\c1ccco1	37	18	0.41	9	0.99	65	59*	1
COc1ccc2[nH]c(C)c(CCNCc3cccnc3)c2c1	-3	5	1	0	0.87	-3	0	13
N#Cc1cc(F)c(N2CCNCC2)cc1Cl	-2	-1	0.99	-9	0.9	0	1	10
c1ccc(Cn2ccnc2)cc1	-9	-2	1	6	1	-3	-4	-2
Cc1ccnc(-n2c(C)nc3ccccc3c2=O)c1	1	-2	1.1	-11	1.1	-2	-10	-12
CC1CN(c2ccc([N+](=O)[O-])c3cccnc23)CC(C)N1 (centres undefined)	10	12	0.91	8	0.94	-17	9	6
CN1C(=O)C(=Cc2ccccc2Oc2ccc(Cl)cc2)C(=O)N(C)C1=O	-7	4	0.92	11	1.1	2	8	-13
COc1ccc(N2C(=O)NC(=O)/C(=C\c3ccccc3[N+](=O)[O-])C2=O)cc1	24	3	1.1	0	1.2	-4	-14	-16
CCN(CCNc1ccc([N+](=O)[O-])c2cccnc12)S(=O)(=O)c1ccccc1	-12	16	0.92	-1	0.74	-1	8	26
CCCCCn1c(=O)c(C(=O)Nc2ccccc2)c(O)c2ccccc21	-6	-4	1.1	6	1	-6	-9	-3
C/C(=N\NC(N)=O)c1c(O)n(C)c(=O)n(C)c1=O	-1	-5	0.97	-12	1.1	4	3	-11
Cc1ccccc1-n1c(/C=C/c2ccccn2)nc2ccccc2c1=O	13	-5	0.9	11	0.95	-4	10	5
O=C(c1sc2ccccc2c1Cl)N1CCC2(CC1)OCCO2	0	-6	1	-3	0.97	22	-2	3
SMILES	PfGluPho inh	HKDC1 inhibitor	mIAP activ	ATG4B inhibitor	hIAP act	APOBEC3A inh	mIAP block	hIAP inh
CCOC(=O)c1c(-c2ccc(OC)cc2)oc2ccc(OC(=O)N(C)C)cc12	31	4	0.88	-11	1	-3	12	-2
CN(C)c1ccc(N=Cc2c(O)n(CCC3=CCCCC3)c(=O)[nH]c2=O)cc1	2	14	0.92	10	1	0	8	-3
C/C(=N\N1CCCCCC1)c1c(O)n(C)c(=O)n(C)c1=O	nt	nt	0.92	nt	0.94	-2	8	6
O=C(COc1ccc(Cl)cc1)NC1CN2CCC1CC2 (centres undefined)	-25	-19	1	-2	1	-2	-3	0
Cc1ccc2c(c1)C1CN(C)CCC1N2S(=O)(=O)c1ccccc1 (centres undefined)	-9	-8	1.1	-1	1	3	-11	-1
Cc1cccc(-n2c(O)c(/C=C3/C(c4ccccc4)=Nc4ccccc43)c(=O)[nH]c2=O)c1	-6	14	0.98	4	0.78	-7	2	22
O=P(Nc1ccccc1)(Oc1ccccc1)Oc1ccccc1	11	4	0.99	-5	0.93	-3	1	7
C=CCn1c(O)c(/C=N/N2CCCCC2c2cccnc2)c(=O)[nH]c1=S (centres undefined)	-3	-7	1	-8	0.97	0	-5	3
O=C(O)c1nn(Cc2ccc(Cl)cc2Cl)c2ccccc12	-18	0	0.93	-9	1	1	7	0
CCOP(=O)(OCC)C(c1ccccc1)N(C)C=O (centres undefined)	-26	16	1	0	0.87	-1	-4	13
CC1COC2N=C(N[N+](=O)[O-])NC2O1 (centres undefined)	13	-15	0.98	-7	0.95	-4	2	5
CC(C)OP(=O)(OC(C)C)C(O)c1cccnc1 (centres undefined)	-3	-7	0.95	-10	0.91	3	5	9
CC(C)Sc1nnc([C@@H](N)Cc2c[nH]c3ccccc23)o1	7	-8	1.1	-15	1.1	-1	-7	-15
Cc1cccc(NC(=S)N2CC3CC(C2)c2cccc(=O)n2C3)c1C (centres undefined)	-15	12	1.1	24	1	-3	-15	0
Cc1ccc(NP(=O)(Nc2ccc(C)cc2)Oc2ccccc2)cc1	13	2	1.2	2	1.1	-2	-16	-9
CC(C)[C@H](NC(=O)N1C[C@H]2C[C@@H](C1)c1cccc(=O)n1C2)C(=O)Nc1ccccc1F	-5	1	0.94	-5	0.77	2	6	23
CC(=NCCN1CCCCC1)c1c(O)n(Cc2ccccc2)c(=O)[nH]c1=O	15	-7	0.98	-9	1	17	2	-3
[N-]=[N+]=NCCN1CCC(O)CCC1=O (centres undefined)	14	3	0.97	-6	0.85	9	3	14
COC(=O)C1C(O)C(C)C(O)C(C)/C=C\C=C(/C)C(=O)Nc2c(C)c(OC(C)=O)c3c(c2O)C(=O)C(C)=C2OCOC(=C23)/C(C)=C/C(C)(O)C(O)C(C)C1O (centres undefined)	24	8	1	3	0.91	4	-1	9
Cc1cc(C)cc(N2C(=O)NC(=O)/C(=C\c3cccn3-c3ccc(Cl)cc3)C2=O)c1	-24	12	0.95	-9	1.2	-3	5	-15
COC(=O)C1=C(c2ccc(OC(F)(F)F)cc2)C[C@@H]2CC[C@H]1N2C(=O)NCCOc1ccccc1Cl	-4	1	1.1	4	1.1	1	-11	-15
COc1ccc(CN2CCN(c3ccccc3F)CC2)c(OC)c1	nt	nt	1.1	nt	0.79	-4	-6	21
CSc1ccc(C(=O)C2CCCN(CCCn3cccn3)C2)cc1 (centres undefined)	-13	-2	0.97	3	0.92	-2	3	8
CC(=NCc1ccc2c(c1)OCO2)c1c(O)n(-c2ccc(C)cc2)c(=O)[nH]c1=O	9	-1	1.1	-4	0.94	0	-6	6
CCCCCCOc1ccc(CN2CCN(CC)CC2)cc1	-16	13	1	10	1.1	3	-4	-5
SMILES	PfGluPho inh	HKDC1 inhibitor	mIAP activ	ATG4B inhibitor	hIAP act	APOBEC3A inh	mIAP block	hIAP inh
CSc1nnc([C@@H](N)Cc2c[nH]c3ccccc23)o1	-7	-1	0.93	4	0.98	3	7	2
C/C(=N\N1CCCCCC1)c1c(O)n(-c2ccc(C)cc2)c(=O)[nH]c1=O	0	-7	0.94	-4	1	-3	6	-3
COc1ccc(NC(=S)NC(NC(=O)CF)C(Cl)(Cl)Cl)cc1[N+](=O)[O-] (centres undefined)	30	21	0.91	-6	1.1	-3	9	-5
O=C(Cc1ccccc1[N+](=O)[O-])N1CCN(Cc2ccc3c(c2)OCO3)CC1	9	-10	0.99	6	1	-3	1	-2
CN1C(=O)N(C)C(=O)C2(Cc3cc(NC(=O)c4ccccc4)ccc3N3CCCC32)C1=O (centres undefined)	3	5	0.98	-10	1.1	5	2	-7
CN1C(=O)N(C)C(=O)C2(Cc3c(nc4ccccn4c3=O)N3CCc4ccccc4C32)C1=O (centres undefined)	-14	2	0.99	-13	0.85	-5	1	15
CCCCn1c(O)c(C(CC)=NCc2cccnc2)c(=O)[nH]c1=O	-12	-5	0.95	0	0.8	-1	5	20
CCC(=NCc1ccco1)c1c(O)n(-c2ccccc2C)c(=O)[nH]c1=O	-5	1	0.9	5	0.98	1	10	2
CCCCCSc1cc(O)c(C(CNC)C(C)C)cc1OC (centres undefined)	17	-6	1.1	10	0.97	1	-7	3
CN(C)CC1CSCCC1(O)c1ccccc1 (centres undefined)	-3	-1	1	-5	1.1	-1	-2	-8
N=c1c[n+](C2CCCCC2)[n-]o1	-11	-9	0.99	2	1.1	-3	1	-7
COC(=O)C1=C(c2cc3ccccc3o2)C[C@@H]2CC[C@H]1N2C(=O)N1CCOCC1	-2	0	1	-6	0.92	-1	-1	8
Cc1ccc(Cn2nnnc2CN2CCC(n3nnc4cc(C)ccc43)CC2)cc1	-4	6	0.93	-12	1	-2	7	-1
CC(=Nc1ccc2c(c1)CCC2)c1c(O)n(C)c(=O)n(C)c1=O	-9	4	0.98	-7	1	-3	2	-4
COc1cccc(-c2nc(CS(=O)CC(=O)N3CCC4(CC3)OCCO4)c(C)o2)c1 (centres undefined)	-10	-12	1	3	0.74	-1	-5	26
Cn1cc(C(=O)OCC(=O)N2CCCC2)c2ccccc21	-2	0	1.1	-12	1.1	1	-13	-7
Cc1c(C)c2ccc(OCC(=O)N3CCN(Cc4ccccc4)CC3)cc2oc1=O	-10	-3	1	1	0.89	-4	0	11
CN(C)CCCNCC(=O)Nc1ccc(Cl)cc1C(=O)c1ccccc1	-21	-6	0.98	1	0.92	0	2	8
Cc1cc(OC(C)C(=O)NCC(O)c2ccccc2)c2c3c(c(=O)oc2c1)CCC3 (centres undefined)	-10	6	1.1	3	1.1	-3	-9	-8
O=[N+]([O-])c1ccc(Cl)cc1	9	-7	1.1	0	0.95	-3	-7	5
CN1CCN(C(=O)COc2ccc3ccccc3c2Br)CC1	10	-4	0.96	-10	0.89	0	4	12
O=C1c2ccccc2C(=O)N1Cc1nc2ccccc2c(=O)n1-c1cccnc1	-6	1	1.1	1	1	0	-7	-3
CCC(C)C1NC(=O)C(C(C)=O)=C1O (centres undefined)	-7	3	0.93	-3	0.91	-2	7	9
COC(=O)C1=C(c2ccc(-c3ccccc3)c(F)c2)C[C@@H]2CC[C@H]1N2C(=O)NC1CCCCC1	-2	1	0.98	4	1	3	2	-4
Cc1ccc(S(=O)(=O)N(C)C)cc1NC(=O)C(C)[N+]12CCN(CC1)CC2 (centres undefined)	-5	-9	0.98	-5	0.95	2	2	5

Entries shown so far containing a furan ring, fused or not (six):
SMILES	PfGluPho inh	HKDC1 inhibitor	mIAP activ	ATG4B inhibitor	hIAP act	APOBEC3A inh	mIAP block	hIAP inh
CC(=NCc1ccco1)c1c(O)n(-c2ccc(C)cc2)c(=O)[nH]c1=O	-4	0	1	-10	1.6	-3	-3	-61
CCOC(=O)c1c(C)n(Cc2ccco2)c2ccc(O)cc12	3	-1	0.8	-7	0.99	7	20	1
O=C1NC(=O)N(Cc2ccc(F)cc2)C(=O)/C1=C\C=C\c1ccco1	37	18	0.41	9	0.99	65	59*	1
CCOC(=O)c1c(-c2ccc(OC)cc2)oc2ccc(OC(=O)N(C)C)cc12	31	4	0.88	-11	1	-3	12	-2
CCC(=NCc1ccco1)c1c(O)n(-c2ccccc2C)c(=O)[nH]c1=O	-5	1	0.9	5	0.98	1	10	2
COC(=O)C1=C(c2cc3ccccc3o2)C[C@@H]2CC[C@H]1N2C(=O)N1CCOCC1	-2	0	1	-6	0.92	-1	-1	8
